ABCB6 inh MLPCN: human ABCB6 transporter inhibition; K562-ABCB6 porphyrin accumulation, flow cytometry, 1 h; stronger effect = lower value; fluorescence ratio to DMSO, % at 10 µM; AID 602162; 0.19% of 360,000 active; Q9NP58;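 active = fluorescence ratio to DMSO below 75%, the collection mean minus 3 SD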;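 note: signal is porphyrin accumulated inside mitochondria; 100% equals median channel fluorescence of DMSO control wells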
m5-HT2A agonist: agonists of mouse serotonin 5-HT2A receptor (HTR2A); CHO-K1 mHTR2A beta-arrestin complementation, luminescence; percent of 30 µM serotonin response; P35363; activation, % at 7.6 µM; 0.66% of 360,000 active;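 active = activation above a run cutoff, the mean activation of all tested compounds plus 3 SD, cut at about 14% in these data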;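 note: 0% = plate median of compound wells and 100% = 30 µM serotonin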
MC4R antagonist: human MC4R antagonism in cAMP assay; P32245; 0.48% of 360,000 active; MC4R-expressing cells, MTII-stimulated cAMP, LANCE TR-FRET; inhibition, % at 6.5 µM;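 active = inhibition above its plate's cutoff, the mean of tested wells on that plate plus 3 SD, cut at about 29% in these data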;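 note: 0% = Melanotan II alone and 100% = Melanotan II plus saturating MCL0020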
Target sequence (P32245 whole entry, looked up): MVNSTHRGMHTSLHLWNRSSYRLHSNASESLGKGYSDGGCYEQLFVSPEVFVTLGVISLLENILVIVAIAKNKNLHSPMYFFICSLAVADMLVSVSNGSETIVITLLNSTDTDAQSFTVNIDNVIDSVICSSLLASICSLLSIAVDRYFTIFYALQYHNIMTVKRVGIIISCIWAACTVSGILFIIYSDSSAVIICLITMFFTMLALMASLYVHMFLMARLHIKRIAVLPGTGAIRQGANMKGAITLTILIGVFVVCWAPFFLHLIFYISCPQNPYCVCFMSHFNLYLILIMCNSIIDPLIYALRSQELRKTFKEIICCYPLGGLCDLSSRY
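material = U2OS cells stably expressing human melanocortin 4 receptor (MC4R) | also added = Melanotan II challenge | dosing = single nominal compound dose of 6.5 µM | detection = TR-FRET with Eu-cAMP and labeled anti-cAMP, 671 nm | replication = singlicate | timing = compound 30 min, challenge 1 h, detection 1 h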
H9c2 protect: myocardial damage modulation in H9c2 cells | H9c2 cardiomyocytes, H2O2 injury protection, ATPLite, 2 h | protection from H2O2 cell death, % at 20 µM | 0.63% of 360,000 active | AID 588492;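 active = compounds giving at least 50% protection of heart cells from peroxide-induced death in the single-dose screen, raw or plate-pattern-corrected value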;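 note: 0% = DMSO wells with peroxide and 100% = DMSO wells without peroxide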
MC4R ag barr: activates human MC4R beta-arrestin recruitment | U2OS MC4R beta-arrestin complementation, luminescence; percent of melanotan II response, DMSO zero | 0.98% of 360,000 active | AID 540308 | activation, % at 8.9 µM | P32245;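 active = activation above a per-plate cutoff, the mean activation of sample wells on that plate plus 3 SD, cut at about 8% in these data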
PDI turbidity: blocks human protein disulfide isomerase activity | P07237 | PDI insulin aggregation turbidity, A650, 90 min | inhibition, % at 10 µM | 0.052% of 350,000 active | AID 588391;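 active = mean inhibition across replicates of 30% or more, whatever share of single replicates reach that level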;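 note: absorbance from insulin aggregation driven by PDI reduction with DTT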
Target sequence (P07237 whole entry, looked up): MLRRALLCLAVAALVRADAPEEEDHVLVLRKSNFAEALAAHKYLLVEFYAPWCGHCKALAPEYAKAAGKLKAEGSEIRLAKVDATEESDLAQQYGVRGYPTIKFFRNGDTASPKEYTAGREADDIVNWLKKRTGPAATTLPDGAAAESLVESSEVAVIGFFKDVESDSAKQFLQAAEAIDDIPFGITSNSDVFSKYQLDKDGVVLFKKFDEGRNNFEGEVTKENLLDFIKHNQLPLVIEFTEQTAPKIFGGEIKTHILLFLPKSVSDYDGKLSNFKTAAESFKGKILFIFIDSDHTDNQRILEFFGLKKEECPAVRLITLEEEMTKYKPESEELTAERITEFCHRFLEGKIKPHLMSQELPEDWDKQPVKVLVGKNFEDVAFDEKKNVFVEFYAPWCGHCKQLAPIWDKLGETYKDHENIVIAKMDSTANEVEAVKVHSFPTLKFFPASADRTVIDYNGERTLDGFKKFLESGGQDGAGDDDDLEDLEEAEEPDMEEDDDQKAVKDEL
CaV13 FRET inh: Primary screen for inhibitors of IQ motif and Ca2+-dependent inactivation inhibitor domain binding in CACNA1D, Förster resonance energy transfer in living cells, …; inhibition, % at 12.3 µM; 0.098% of 340,000 active; AID 743397; HEK cells, CFP/YFP FRET ICDI-IQ, plate reader, 10 min; percent FRET-ratio fall versus neutral wells;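 active = mean replicate inhibition of at least 30% and at least 1% of replicates passing that level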;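 note: 0% = median of the neutral control wells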
aDG glyco up: alpha-DG glycosylation activation; activation, % at 10 µM; 0.22% of 360,000 active; Pro5-aDG cells, alpha-DG glycosylation AlphaScreen (IIH6); 0% Pro5, 100% B10-LARGE cell signal;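 active = activation of at least 8% versus controls, or a plate z-score of at least 8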;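 note: Pro5 are CHO cells carrying HIG-tagged alpha-DG that lacks glycosylation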
Vif imaging: blocks HIV Vif function; HEK293T cells, Vif self-association by quenched fluorescence, imaging, 24 h; inhibition, % at 7.49 µM; 0.35% of 340,000 active; AID 602346; in the data active = inhibition above about 50%, passing the limit was not always enough; note: some results filed as inactive read as strong as hits
Glyco luc inh: N-linked glycosylation inhibition | 0.23% of 360,000 active | D54 ERlucT glycosylation luciferase reporter, 24 h; percent of 100 nM tunicamycin response | reporter increase, % at 12.5 µM;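 active = mean luciferase reporter signal, scaled so untreated is 0 and the glycosylation-blocking control 100, at or above a set limit in every replicate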;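 note: luciferase carries N-glycosylation sites so blocking glycosylation raises the light; 0% = median of neutral control wells and 100% = median of 100 nM tunicamycin wells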
* hit, by the source's call; x = no result given.

SMILES	ABCB6 inh MLPCN	m5-HT2A agonist	MC4R antagonist	H9c2 protect	MC4R ag barr	PDI turbidity	CaV13 FRET inh	aDG glyco up	Vif imaging	Glyco luc inh
CCCN(CCC)C(=O)C1CCCN(S(=O)(=O)c2ccc3c(c2)oc(=O)n3C)C1 (centres undefined)	99	2	4	4	0.3	5	-2	8.0*	27	-1
Cc1cc(C)cc(NC(=O)NCC2CCN(Cc3cc(C)ccc3C)CC2)c1	93	-13	4	4	1.7	4	-4	1.1	9	1
O=C(NCc1nnnn1-c1ccc(F)cc1)c1ccc2c(c1)OCO2	96	4	6	1	-0.5	3	-6	-0.2	-1	1
CC(C)c1ccc(NC(=S)NN(c2ccccc2)c2ccccc2)cc1	95	-2	4	-8	0.9	0	-2	-0.1	-2	-3
Cc1c(Cl)cccc1NCC(=O)NN=C1CCCC1	102	-1	-1	-1	-3.0	-4	-5	-0.5	-2	2
CCN(CC)S(=O)(=O)c1ccc(N2CCCC2)c(NS(=O)(=O)c2ccc(F)cc2)c1	95	-5	3	2	0.0	-16	-15	-0.4	5	2
COCCNC(=O)c1cnn2c(C(F)F)cc(-c3ccc(C)cc3)nc12	97	0	9	4	-1.5	0	-7	-0.1	-6	-3
Cc1ccc(C)c(NS(=O)(=O)c2cc(C(N)=O)ccc2C)c1	93	1	3	0	-1.4	-1	x	0.1	1	0
CN1C(=S)N(c2ccccc2)C(=O)/C1=C/c1cccs1	100	5	-4	-17	17*	-6	-5	-0.2	x	6
O=C(OCc1nnc(-c2ccc(Br)cc2)o1)c1cncc(Br)c1	95	2	0	-9	1.5	-7	-2	-0.1	-5	-1
COc1cccc(CN(C)C(=O)c2cc(S(=O)(=O)N3CCCCCC3)ccc2OC)c1	91	-5	5	4	-0.2	-22	-3	-0.2	-2	-2
Cc1ccc(OC(C)C(=O)Nc2cccc(S(=O)(=O)N3CCCCCC3)c2)cc1 (centres undefined)	99	-3	25	1	1.4	-3	-12	0.1	2	-3
COc1cccc(C(=O)Nc2ccc(C3CC3(Cl)Cl)cc2)c1 (centres undefined)	100	-8	2	-30	-2.4	-2	-2	2.2	-2	-8
CN(c1nc2ccccc2n2c(C3CC3)nnc12)S(=O)(=O)c1ccccc1	99	0	12	3	-0.9	-3	-2	0.2	-12	-1
CCOc1cc(/C=C/C(=O)OCC(=O)N(CC)C2CCS(=O)(=O)C2)cc(Cl)c1OC (centres undefined)	97	6	-5	-3	-0.2	-2	-7	0.1	1	0
COc1cccc(-c2ccc(NC(=O)C3CCCN(Cc4ccc(CO)o4)C3)cc2)c1 (centres undefined)	95	-7	-1	-1	-3.4	-7	-4	0.4	-2	2
CCc1ccc2c(CN3CCN(S(=O)(=O)c4ccc5c(c4)OCCO5)CC3)cc(=O)oc2c1	96	-5	2	-8	-1.7	10	-4	0.2	x	-2
CNC(=O)C1C(=S)NC(N)=C(C#N)C1c1ccccc1 (centres undefined)	97	2	2	-12	-0.8	5	-3	1.0	-6	8
CCCn1c(SCC(=O)N2CCCc3ccccc32)nc2c1c(=O)n(C)c(=O)n2C	91	-3	1	11	-0.2	-5	-5	0.0	0	3
Cn1c(=O)c2c(nc(SCc3nc(N)nc(N4CCCCC4)n3)n2C)n(C)c1=O	98	0	18	20	-0.1	2	-4	-0.2	x	5
Nn1cnnc1N/N=C/c1ccc(F)cc1	98	7	17	0	0.2	3	-4	-0.2	2	1
O=C(c1ccc(CN2CCOCC2)cc1)N1CCN(c2ccccc2F)CC1	93	-3	1	1	-0.4	-14	x	0.0	-9	-1
CC1CCCCN1S(=O)(=O)c1ccc(NC(=O)c2cccc(-n3cnnn3)c2)cc1 (centres undefined)	98	-3	11	-5	-3.1	-2	-4	0.0	-6	-8
CC(/C=N/n1c(-c2ccc(Cl)cc2)n[nH]c1=S)=C\c1ccco1	106	2	10	4	1.8	26	-15	0.0	0	3
Cc1cccc(OCCOc2ccc(/C=N/NC(=O)Cc3nnc(N)s3)cc2)c1	97	3	4	-4	1.6	-4	x	-0.2	2	-3

A draw from above in order of length of the SMILES, falling.
SMILES	ABCB6 inh MLPCN	m5-HT2A agonist	MC4R antagonist	H9c2 protect	MC4R ag barr	PDI turbidity	CaV13 FRET inh	aDG glyco up	Vif imaging	Glyco luc inh
CCOc1cc(/C=C/C(=O)OCC(=O)N(CC)C2CCS(=O)(=O)C2)cc(Cl)c1OC (centres undefined)	97	6	-5	-3	-0.2	-2	-7	0.1	1	0
CCCN(CCC)C(=O)C1CCCN(S(=O)(=O)c2ccc3c(c2)oc(=O)n3C)C1 (centres undefined)	99	2	4	4	0.3	5	-2	8.0*	27	-1
COc1cccc(CN(C)C(=O)c2cc(S(=O)(=O)N3CCCCCC3)ccc2OC)c1	91	-5	5	4	-0.2	-22	-3	-0.2	-2	-2
COc1cccc(-c2ccc(NC(=O)C3CCCN(Cc4ccc(CO)o4)C3)cc2)c1 (centres undefined)	95	-7	-1	-1	-3.4	-7	-4	0.4	-2	2
Cc1ccc(OC(C)C(=O)Nc2cccc(S(=O)(=O)N3CCCCCC3)c2)cc1 (centres undefined)	99	-3	25	1	1.4	-3	-12	0.1	2	-3
CN(c1nc2ccccc2n2c(C3CC3)nnc12)S(=O)(=O)c1ccccc1	99	0	12	3	-0.9	-3	-2	0.2	-12	-1
Cc1cc(C)cc(NC(=O)NCC2CCN(Cc3cc(C)ccc3C)CC2)c1	93	-13	4	4	1.7	4	-4	1.1	9	1
O=C(c1ccc(CN2CCOCC2)cc1)N1CCN(c2ccccc2F)CC1	93	-3	1	1	-0.4	-14	x	0.0	-9	-1
O=C(NCc1nnnn1-c1ccc(F)cc1)c1ccc2c(c1)OCO2	96	4	6	1	-0.5	3	-6	-0.2	-1	1
CN1C(=S)N(c2ccccc2)C(=O)/C1=C/c1cccs1	100	5	-4	-17	17*	-6	-5	-0.2	x	6

Other structures follow.
SMILES	ABCB6 inh MLPCN	m5-HT2A agonist	MC4R antagonist	H9c2 protect	MC4R ag barr	PDI turbidity	CaV13 FRET inh	aDG glyco up	Vif imaging	Glyco luc inh
Cc1noc(C)c1C(=O)Nc1ccc(S(=O)(=O)N2CCC(C)CC2)cc1	101	4	0	-13	-1.4	16	-2	0.5	-4	-1
COc1ccc(CNC(=O)C2CCN(S(C)(=O)=O)CC2)c(OC)c1	99	2	4	-1	-0.2	-2	-5	-0.2	-3	1
CCOc1ccc(/C(O)=C2/C(=O)C(=O)N(c3ccccn3)C2c2ccc(C)cc2)c(C)c1 (centres undefined)	91	2	19	0	-2.1	-3	-3	0.0	-10	0
COc1cccc(C(=O)N2CCN=C2SCc2cccnc2)c1OC	99	1	0	0	-0.7	-4	11	-0.1	-18	-1
Cc1ccc(S(=O)(=O)N/N=C/c2cc(Br)c(C)o2)cc1	90	-3	0	-7	-0.5	-3	0	0.2	-4	0
C=CCn1c(Cc2cccs2)nnc1SCC(=O)Nc1cc(OC)cc(OC)c1	83	4	1	-22	-2.2	-13	-5	0.6	1	2
CCOc1ccc(NC(=O)c2nccnc2CO)cc1	100	0	-2	-7	-0.2	-4	-4	0.1	0	-3
O=C(Cc1ccc(S(=O)(=O)N2CCOCC2)s1)Nc1ccccc1N1CCCC1	97	-2	-1	-1	-1.3	-5	-6	-0.5	x	0
Cc1cc(C)c(C)c(OCCCCN(C)Cc2ccccc2)c1	102	-7	16	-11	2.3	8	-6	0.2	3	-2
COc1ccc(-c2cc([C@H]3[C@H]4C=CC[C@@H](C)[C@@H]4C(=O)N3Cc3ccccc3)ccc2F)cc1	96	5	-1	-2	-0.8	3	-5	-0.3	1	1
CCOc1ccc(CCNC(=O)CSc2nn(-c3ccc(C)c(Cl)c3)c(=S)s2)cc1OCC	102	2	10	5	5.6	2	-4	-0.3	9	1
Cc1ccc(-c2nc(CS(=O)(=O)CC(=O)NCCCN(Cc3ccccc3)C(C)C)c(C)o2)cc1	87	-3	4	-5	-2.6	-2	-3	4.2	-1	-2
COc1ccccc1-c1nnc(SCC(=O)NCc2cccs2)n1N	104	2	-3	1	-2.7	-4	2	0.0	3	0
CCOC(=O)C1CCN(c2ccc([N+](=O)[O-])c(C(C)=O)c2)CC1	84	6	6	4	0.5	-14	0	0.1	2	-1
O=C(COc1ccc(-n2cnnn2)cc1)NC(=O)NCc1ccccc1	96	7	4	-10	1.6	-2	-5	0.3	26	0
COc1ccc(C(=O)N/N=C(\C)Cn2nc([N+](=O)[O-])cc2C)cc1	86	3	-3	5	-0.1	0	-8	0.0	7	1
O=C(N/N=C/c1ccc([N+](=O)[O-])cc1)c1cc(C2CC2)[nH]n1	89	-2	-6	4	-2.8	0	x	-0.1	9	0
c1ccc(C2=NNC(c3ccccn3)=NN2)nc1	99	10	-3	-5	-1.3	12	-16	0.0	-2	-9
CCC(/C=N/Nc1ccc(S(=O)(=O)N2CCCC2)cc1[N+](=O)[O-])CC	96	-2	2	-2	-2.4	-8	-5	-0.1	4	-1
C[C@@]12C(=O)N(Cc3ccccc3)CC(=O)N1[C@H]1c3ccccc3OC[C@@H]1[C@@H]2c1ccccc1	98	-4	29*	0	1.3	3	9	1.0	-3	0
Cc1cc(C)c(S(=O)(=O)C(C)C)c(=O)[nH]1	107	0	8	2	-1.6	-4	-4	-0.3	2	0
CC(NS(=O)(=O)c1ccc(OCC(=O)N2CCOCC2)c(Cl)c1)c1ccccc1 (centres undefined)	101	0	8	1	-2.8	-12	-6	0.3	8	0
CCOc1cc(NC(=S)NCC2CCCO2)c(OCC)cc1NC(=O)c1ccc(OC)cc1 (centres undefined)	98	-4	7	8	-0.9	-8	-4	-0.1	3	1
CCN(CC)S(=O)(=O)c1ccc(NC(=O)COC(=O)c2ccc(-n3nc(C)cc3C)cc2)cc1	102	1	8	7	3.5	5	-8	-0.1	6	1
COc1cccc(/C=N/Nc2ncccc2[N+](=O)[O-])c1OC	97	-5	5	-4	0.5	3	-4	-0.1	5	-19

Further results follow:
SMILES	ABCB6 inh MLPCN	m5-HT2A agonist	MC4R antagonist	H9c2 protect	MC4R ag barr	PDI turbidity	CaV13 FRET inh	aDG glyco up	Vif imaging	Glyco luc inh
COC(=O)Cn1cccc1C(=O)c1ccccc1	99	0	1	1	0.4	8	-5	0.0	3	0
Cc1cc(Br)ccc1OCCCCNC(C)(C)C	91	-9	6	18	0.1	1	0	4.3*	17	1
COc1ccc(S(N)(=O)=O)cc1C(=O)NNC(=O)C1COc2ccccc2O1 (centres undefined)	109	3	-3	2	1.4	-2	-5	0.1	13	-4
O=C1N[C@@H](Cc2ccccc2)COC(=O)[C@@H](Cc2ccc(F)cc2)C/C=C\C[C@@H]1CC(=O)N(CCO)Cc1ccccc1	96	-13	4	-4	-1.3	-3	-5	0.4	-22	2
Cc1ccc(S(=O)(=O)N2CCC(C(=O)NCCN3CCOCC3)CC2)cc1C	102	2	1	-3	-3.7	5	-10	-0.1	4	-2
CCOc1ccc(CCN2C(=O)c3ccc(C(=O)O)cc3C2=O)cc1OCC	95	2	6	8	-1.9	4	-11	0.0	11	2
O=C1CCN(C(=S)NCCc2ccccc2)CC1	102	2	10	2	-0.1	1	2	-0.1	-5	0

From PubChem
